Compound activity from PubChem BioAssay.
ATG4B inhibitor = ATG4B protease inhibitors, primary screen, biochemical, fluorescence, uHTS. Cysteine protease ATG4B (Homo sapiens), Q9Y4P1. ATG4B cleavage of LC3-PLA2, NBD-HPC fluorescence, 1 h. inhibition, % at 8.33 µM. actives 0.51% (n = 340,000). AID 504462, 2011; in the data active = inhibition above about 40%
mIAP activ = activators of mouse IAP, primary screen, biochemical, luminescence, uHTS | activation factor at 10 µM | actives 0.24% (n = 330,000) | muIAP, CDP-Star luminescence, 30 min; stronger effect = higher value; 1 = vehicle-only enzyme signal, 0 = enzyme-free wells;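 active = activation factor of at least 2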; note: the source names both 10 and 20 µM as test concentration; values of inactives mirror those of a sister screen read the other way
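System: Mouse IAP enzyme | Also added: CDP-Star substrate | Dosing: Compounds dispensed in DMSO | Schedule: 30 min enzyme-substrate-compound incubation at room temperature | Technique: Chemiluminescence readout | Control set: DMSO-only wells and no-enzyme negative control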
hIAP act = human IAP activators, primary screen, biochemical, luminescence, uHTS | Intestinal-type alkaline phosphatase (Homo sapiens), P09923 | purified human IAP, CDP-Star luminescence, 30 min; stronger effect = higher value; 1 = vehicle-only enzyme, 0 = enzyme-free background | activation factor at 10 µM | actives 0.16% (n = 330,000);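 active = activation factor of the enzyme at least 2-fold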; note: the source names both 10 and 20 µM as test concentration; values of inactives mirror those of a sister screen read the other way
Target sequence (P09923 whole entry, looked up): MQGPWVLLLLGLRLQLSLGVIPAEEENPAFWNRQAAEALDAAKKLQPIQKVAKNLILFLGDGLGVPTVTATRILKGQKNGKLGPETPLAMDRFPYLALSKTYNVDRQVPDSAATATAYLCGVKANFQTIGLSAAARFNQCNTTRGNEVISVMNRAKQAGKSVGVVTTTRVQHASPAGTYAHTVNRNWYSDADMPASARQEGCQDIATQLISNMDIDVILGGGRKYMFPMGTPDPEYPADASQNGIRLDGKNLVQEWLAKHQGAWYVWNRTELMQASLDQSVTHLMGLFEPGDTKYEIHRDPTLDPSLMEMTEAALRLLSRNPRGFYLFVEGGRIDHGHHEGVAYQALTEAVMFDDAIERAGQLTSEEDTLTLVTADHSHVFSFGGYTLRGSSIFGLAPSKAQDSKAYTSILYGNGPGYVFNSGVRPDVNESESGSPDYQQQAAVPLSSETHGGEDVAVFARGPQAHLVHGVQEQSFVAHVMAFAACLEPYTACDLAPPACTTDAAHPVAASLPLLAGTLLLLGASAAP
mIAP block = inhibitors of mouse IAP, primary screen, biochemical, luminescence, uHTS | inhibition, % at 10 µM | actives 0.2% (n = 330,000) | purified mouse IAP, CDP-Star luminescence, 30 min;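 active = inhibition of at least 40% at 10 µM in the primary screen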;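 note: plate controls were DMSO with enzyme for no effect and no enzyme wells for full effect; values of inactives mirror those of a sister screen read the other way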
hIAP inh = human IAP inhibitors, primary screen, biochemical, luminescence, uHTS. Intestinal-type alkaline phosphatase (Homo sapiens), P09923. purified IAP, CDP-Star luminescence, 30 min. inhibition, % at 10 µM. actives 0.12% (n = 330,000). AID 2544, 2010;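 active = inhibition reaching a set limit with compound at 10 µM in the primary screen, cut at about 35% in these data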;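 note: plate controls were DMSO wells with enzyme for no effect and no-enzyme buffer wells for full effect; values of inactives mirror those of a sister screen read the other way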
HKDC1 inh = HKDC1 hexokinase inhibitors, primary screen, biochemical, fluorescence, uHTS; Q2TB90; recombinant HKDC1, G6PDH/diaphorase resazurin coupled fluorescence; inhibition, % at 20 µM; actives 0.16% (n = 340,000);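 active = inhibition above about 35% when tested at 20 µM, limit read from the data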;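 note: plate controls were DMSO wells with enzyme for no effect and DMSO wells lacking enzyme for full effect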
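Test system: recombinant HKDC1 (HK5) hexokinase enzyme, produced in-house / Doses: 20 µM test compound, 1% DMSO / Timing: 90 min, room temperature / Detection: G6PDH/diaphorase-coupled fluorescence, 1 mM NADP, 100 µM resazurin, 525/613 nm / Control set: DMSO wells with and without enzyme mix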
A3A deaminase = APOBEC3A ssDNA deaminase inhibitors, primary screen, selectivity assay for APOBEC3G inhibitor project, biochemical, FAM/TAMRA oligo cleavage fluorescence; DNA dC->dU-editing enzyme APOBEC-3A (Homo sapiens), P31941; recombinant A3A, FAM/TAMRA ssDNA deamination fluorescence; inhibition, % at 20 µM; actives 0.41% (n = 330,000); AID 493011, 2011;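 active = at least 40% inhibition at 20 µM here, with at most 30% in a related deaminase screen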;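 note: plate controls were A3A with DMSO for no effect and wells lacking A3A enzyme for full effect; some results filed as inactive read as strong as hits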
Target sequence (P31941 whole entry, looked up): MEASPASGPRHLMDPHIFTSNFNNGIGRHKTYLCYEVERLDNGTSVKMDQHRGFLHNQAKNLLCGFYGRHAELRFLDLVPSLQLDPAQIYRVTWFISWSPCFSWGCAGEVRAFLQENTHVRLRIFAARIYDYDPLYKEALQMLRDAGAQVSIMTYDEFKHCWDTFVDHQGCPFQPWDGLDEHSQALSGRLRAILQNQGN
PfG6PD inh = PfG6PD enzyme inhibitors, primary screen, biochemical, fluorescence intensity, uHTS. inhibition, % at 20 µM. PfGluPho enzyme, NADPH resazurin-diaphorase fluorescence. actives 0.78% (n = 350,000). glucose-6-phosphate dehydrogenase-6-phosphogluconolactonase (Plasmodium falciparum 3D7). AID 504690, 2011;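 active = inhibition reaching at least a set limit at 20 µM in the primary screen, cut at about 59% in these data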;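 note: 0% = DMSO wells with substrate and 100% = DMSO wells lacking glucose-6-phosphate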
* hit, by the source's call; / = no result given.

ATG4B inhibitor	mIAP activ	Molecule	hIAP act	mIAP block	hIAP inh	HKDC1 inh	A3A deaminase	PfG6PD inh
-8	1.4	CCN(CC)c1ccc(NC(=O)COc2ccc(C#N)cc2)cc1S(=O)(=O)Nc1ccc(OC)cc1	1	-38	-3	6	-6	26
-6	0.96	CN(C)S(=O)(=O)Oc1cccc(C(=O)Nc2ccc(Cl)cc2)c1	0.89	4	11	-2	-2	28
-3	0.98	Cc1cccc(C(=O)N2CCN(Cc3nc4sc5c(c4c(=O)[nH]3)CCCC5)CC2)c1	1.1	2	-10	-5	-6	22
-7	1	CC1(C)CC(NC(=O)c2cccc3ccccc23)CC(C)(C)N1	0.97	-2	3	-3	0	12
-3	0.95	O=[N+]1C2=C(CCCC2)N([O-])C12CCCC2	0.95	4	5	-1	-6	2
-1	1.1	Cc1cc(C=NCCO)c(C)n1-c1cc(Cl)ccc1Cl	1	-10	-2	1	-9	3
5	1.1	C=CCc1ccc(OCCCOc2ccc(C)cc2OC)c(OC)c1	1.3	-13	-32	1	0	15
-4	1.1	O=C(CCC(=O)N1CCOc2ccc(Cl)cc21)N1CCN(c2ccccn2)CC1	1.1	-7	-6	-4	1	-9
4	0.96	CC(CCl)OC(C)CCl (configuration not stated)	0.89	4	11	-4	-1	-3
-3	1.1	c1ccc(N2CCN(CCc3nnc4n3CCCCC4)CC2)cc1	0.86	-9	14	-9	-8	4
-1	1.1	CCOC(=O)c1c(C)n(-c2ccc(OC)cc2)c2c(C/C(C)=N/O)c(Br)c(OC)c(O)c12	0.97	-8	3	-7	-2	-23
7	0.74	COc1cc(/C=C/C(=O)OCC(=O)Nc2ccccc2Sc2ccc(Cl)cc2)ccc1O	0.87	26	13	-2	1	14
-10	1	CCOC(=O)[C@H]1[C@H]2COc3ccc(Br)cc3[C@@H]2N2C(=O)CN(Cc3ccc(OC)cc3)C(=O)[C@@]12C	1.1	-4	-6	-3	-2	-5
-4	0.93	COCCCn1c(=N)c(C(=O)NCc2ccc3c(c2)OCO3)cc2c(=O)n3ccccc3nc21	0.92	7	8	1	4	-13
-5	0.96	O=C(CN1C2CCC1CC(NC(=O)NC1CCCCC1)C2)NC1CC1 (configuration not stated)	0.99	4	1	-6	-4	-17
-10	0.93	COc1cc(N)c(Cc2nccc3cc(OC)c(OC)cc23)cc1OC	0.9	7	10	1	-5	15
-9	1.1	C=CCn1nc2ccccc2c1OCCO	0.95	-5	5	-4	0	7
7	1	CN(C)CCNS(=O)(=O)c1ccc(Cl)cc1	1.1	-2	-6	-5	3	-9
/	0.7	CC(=O)C1=C(C)NC(SCC(=O)c2ccccc2)=C(C#N)C1c1ccco1 (configuration not stated)	0.94	30	6	/	1	/
-11	0.99	CC1Cc2cc(S(=O)(=O)N3CCCCC3C)ccc2N1C(=O)C1CCC1 (configuration not stated)	1.1	1	-6	3	-2	-9
3	0.99	COc1ccc(CCNS(=O)(=O)c2cccc(F)c2)cc1OC	1.2	1	-17	0	-4	-36
3	1	O=C(CNC(=O)c1ccc(C(F)(F)F)cc1)NC1CC1	1	0	-1	-6	1	-2
3	1.1	CCOC(=O)C1(Cc2cccc(OC)c2)CCCN(C(=O)CCc2cccnc2)C1 (configuration not stated)	1.1	-9	-6	-3	1	-8
7	2.1*	Cc1ccc(CNC(=O)Nc2ccc3c(c2)N(C)C(=O)CS3)cc1	0.91	-107	9	11	0	-8
3	0.93	COc1ccc(C)cc1NCc1cc(=O)oc2cc(-c3ccccc3)c(O)cc12	0.95	7	4	16	3	4
5	0.91	CCOc1nc2cnccc2n(CC(=O)Nc2c(C)cccc2CC)c1=O	0.87	9	13	-1	-2	-11
10	1	COc1cccc(C(=O)Nc2nc(C)cs2)c1	1.1	-2	-8	-4	3	4
3	0.99	CC1(C)Cc2c(sc3c2C(=O)N(c2ccccc2)C2=NCCCN23)CO1	0.89	0	12	-5	-1	-2
-2	0.81	CCNC(=O)COC(=O)c1cc(-c2ccco2)nc2ccccc12	0.93	19	7	1	53*	22
-6	0.94	O=C(CNc1cccc(Cl)c1)NNC(=S)NCc1ccccc1	1.7	6	-67	-2	3	1

ATG4B inhibitor	mIAP activ	Molecule	hIAP act	mIAP block	hIAP inh	HKDC1 inh	A3A deaminase	PfG6PD inh
-2	0.98	Cn1cccc1/C=N/NC(N)=S	1	2	-1	-5	-2	5
-1	0.91	COc1ccc(COC(=O)C2CCN(C(=O)c3ccc(Cl)cc3)CC2)cc1F	0.86	9	14	3	0	-7
-7	1.1	CC(C(=O)Nc1cccnc1)N1C(=O)c2ccccc2C1=O (configuration not stated)	1.1	-6	-11	-8	-5	6
-15	1	O=C(CCN1C(=O)C2CC=C(Cl)CC2C1=O)N1CCCCC1 (configuration not stated)	1	0	-5	-6	-1	-7
-4	0.98	Cc1ccc(C)c(S(=O)(=O)Nc2cc3c4c(c2)CCN4C(=O)CC3)c1	1	2	-4	-2	4	-10
-10	0.97	C[C@@]12C(=O)N(CC3CCCO3)CC(=O)N1[C@H]1c3cc(Cl)ccc3OC[C@@H]1[C@@H]2c1ccccc1 (some centres not stated)	0.98	3	2	5	-2	3
-5	1.1	COC(=O)[C@@H](NC(=O)/C=C/c1ccc(OC)cc1)C(C)C	1.1	-5	-7	-6	1	-1
-1	1	CC(C)c1ccc(/C=C/C(=O)O)cc1	1	0	-3	-3	-2	-14
25	0.86	CCOc1cccc2sc(N(CCCN(C)C)C(=O)c3ccc(S(=O)(=O)N(CC)Cc4ccccc4)cc3)nc12	1.2	14	-15	1	-1	-6
5	1.1	O=C(C1CC(=O)N(c2ccccc2)C1)N1CCN(c2ccccc2)CC1 (configuration not stated)	1	-7	-4	-2	-4	3
6	0.9	Cc1ccccc1Oc1ncccc1C(=O)/C(C#N)=C/N(C)C	0.81	10	19	2	-1	-1
3	1	O=C(/C=C/c1ccccc1)N1CCC(N2CCC(C(=O)N3CCOCC3)CC2)CC1	1.1	-4	-14	-10	1	-15
-4	0.93	CC(=O)Nc1cccc(NC(=O)C(F)(F)F)c1	0.84	7	16	-7	-4	12
-2	1	CCOc1cccc(NC(=O)c2cnccc2C(F)(F)F)c1	1	-4	0	-3	-5	-4
-4	1.1	CCCCC(=O)Nc1cc2nn(-c3ccc(OC)cc3)nc2cc1C	0.98	-10	2	-5	3	2
18	0.98	O=C(Nc1ccc(F)c(Cl)c1)NC1CC1	1	2	0	-4	-2	14
/	0.99	CCCc1nc(SCC(=O)N2CCc3ccccc32)c2c(C)c(C)sc2n1	0.88	1	12	/	0	/
-2	1.1	COc1ccc(CCC(=O)N/N=C/c2ccc3c(c2)OCO3)cc1	1.1	-12	-10	2	-3	12
-2	1	CC1(C)CC(=O)C=C(Nc2ccc(Cl)cc2)C1	0.89	-4	11	-5	3	-2
-9	0.99	CCOC(=O)N1CCN(C(=O)c2ccc(SC)cc2OC)CC1	0.98	1	2	-14	-2	14
-4	0.98	O=C(Nc1nccs1)c1csc2c1CCCC2	0.88	2	12	8	0	10
1	1.1	Cc1c(C(=O)Nc2cccc(Cl)c2)cn2c(nc3ccccc32)c1C#N	0.87	-8	13	-5	2	-14
8	1.1	CS(=O)(=O)N1CCN=C1SCc1ccccc1	1	-7	0	-2	1	-19
1	1	COCC(C)n1c(SCC(=O)Nc2oc(C)c3c(C)n[nH]c(=O)c23)nc2ccccc2c1=O (configuration not stated)	1.2	-3	-20	2	-3	-17
-11	1.1	COc1ccc(-c2noc(-c3ccc(C)cc3)n2)cc1	1.2	-6	-21	-6	1	-19
8	0.97	Cc1occc1-c1nnc(SCC(N)=O)n1Cc1ccccc1	1.1	3	-5	-12	3	-9
2	0.92	O=C(CC1(O)C(=O)Nc2cc(Cl)cc(Cl)c21)c1ccccc1O (configuration not stated)	1	8	0	9	65*	-10
3	0.93	Clc1ccc(Oc2ccccc2)c2ncccc12	1	7	-1	1	-4	-10
-3	1	Cn1c(CCNC(=O)c2ccccc2)nc2cc(NC(=O)C3CCCCC3)ccc21	1	0	0	-4	5	7
1	1	Cc1ccccc1CNC(=O)c1ccccc1N(C)S(=O)(=O)c1ccccc1	1	-3	-4	-4	-1	-24

Twelve compounds from above, arranged by count of non-hydrogen atoms, highest first.
ATG4B inhibitor	mIAP activ	Molecule	hIAP act	mIAP block	hIAP inh	HKDC1 inh	A3A deaminase	PfG6PD inh
25	0.86	CCOc1cccc2sc(N(CCCN(C)C)C(=O)c3ccc(S(=O)(=O)N(CC)Cc4ccccc4)cc3)nc12	1.2	14	-15	1	-1	-6
1	1	COCC(C)n1c(SCC(=O)Nc2oc(C)c3c(C)n[nH]c(=O)c23)nc2ccccc2c1=O (configuration not stated)	1.2	-3	-20	2	-3	-17
-3	1	Cn1c(CCNC(=O)c2ccccc2)nc2cc(NC(=O)C3CCCCC3)ccc21	1	0	0	-4	5	7
5	1.1	O=C(C1CC(=O)N(c2ccccc2)C1)N1CCN(c2ccccc2)CC1 (configuration not stated)	1	-7	-4	-2	-4	3
-4	1.1	CCCCC(=O)Nc1cc2nn(-c3ccc(OC)cc3)nc2cc1C	0.98	-10	2	-5	3	2
-2	1.1	COc1ccc(CCC(=O)N/N=C/c2ccc3c(c2)OCO3)cc1	1.1	-12	-10	2	-3	12
6	0.9	Cc1ccccc1Oc1ncccc1C(=O)/C(C#N)=C/N(C)C	0.81	10	19	2	-1	-1
-5	1.1	COC(=O)[C@@H](NC(=O)/C=C/c1ccc(OC)cc1)C(C)C	1.1	-5	-7	-6	1	-1
-11	1.1	COc1ccc(-c2noc(-c3ccc(C)cc3)n2)cc1	1.2	-6	-21	-6	1	-19
-4	0.98	O=C(Nc1nccs1)c1csc2c1CCCC2	0.88	2	12	8	0	10
-1	1	CC(C)c1ccc(/C=C/C(=O)O)cc1	1	0	-3	-3	-2	-14
-2	0.98	Cn1cccc1/C=N/NC(N)=S	1	2	-1	-5	-2	5

Continuation:
ATG4B inhibitor	mIAP activ	Molecule	hIAP act	mIAP block	hIAP inh	HKDC1 inh	A3A deaminase	PfG6PD inh
0	1	Cc1ccc2c(c1)c(C)c(C)n2CC(O)CN1CCOCC1 (configuration not stated)	1	-3	-3	1	-1	-6
/	0.92	CSCCC(NC(=O)c1ccco1)C(=O)OCC(=O)Nc1sccc1C#N (configuration not stated)	1.1	8	-5	/	1	/
4	1.1	O=S(=O)(c1ccc(F)cc1)N1CCN(Cc2nnc(-c3ccccc3)o2)CC1	1.1	-6	-12	-5	4	-8
4	1.1	COc1ccccc1/C=C/CN1CCC(Oc2cc(C(=O)NC3CC3)ccc2OC)CC1	1.1	-10	-13	-6	-3	-3
